Screening results (PubChem BioAssay)
APJ antag – blocks the human apelin receptor APJ; inhibition, % at 20 µM; CHO-K1 APJ beta-arrestin complementation, luminescence; AID 2521; P35414; 330,000 tested, 0.32% active;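 active = inhibition above about 40% at 20 µM, limit read from the data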;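 note: cells challenged with 10 nM apelin-13 agonist together with compound; plate controls were apelin-13 plus DMSO wells for no effect and DMSO wells lacking apelin-13 for full effect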
Target sequence (P35414 whole entry, looked up): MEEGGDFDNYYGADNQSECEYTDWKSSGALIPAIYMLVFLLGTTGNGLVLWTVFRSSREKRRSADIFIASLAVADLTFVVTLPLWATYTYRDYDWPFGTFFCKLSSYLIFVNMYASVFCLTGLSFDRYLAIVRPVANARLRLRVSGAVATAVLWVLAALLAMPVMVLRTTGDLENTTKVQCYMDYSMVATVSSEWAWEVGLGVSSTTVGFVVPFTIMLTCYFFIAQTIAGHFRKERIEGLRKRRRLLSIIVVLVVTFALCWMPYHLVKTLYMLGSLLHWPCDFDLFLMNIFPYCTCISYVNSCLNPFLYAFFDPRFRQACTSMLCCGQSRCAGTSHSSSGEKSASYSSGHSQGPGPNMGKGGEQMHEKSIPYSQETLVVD
APJ ag – agonists of human APJ apelin receptor | AID 2520 | activation, % at 20 µM | 330,000 tested, 0.11% active | P35414 | CHO-K1 APJ PathHunter beta-arrestin, luminescence; 0% DMSO wells, 100% apelin;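 active = activation more than six SD over the plate average, tested at 20 µM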;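 note: 0% = DMSO alone and 100% = apelin-13 at 10 nM; some results filed as inactive read as strong as hits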
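assay system = CHO-K1 APJ beta-arrestin complementation cell line | input = cell density 1000 per well | dosing = compound 20 µM once, DMSO 1% | timing = compound 90 min 25 °C, reagent 1 h | measured by = luminescence from split beta-galactosidase complementation, Galacton Star/Emerald II substrate | read-out basis = APJ agonist activity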
beta cell repl – inducers of beta-cell replication in MIN6 cells | MIN6 cells proliferation, ATPlite luminescence, 48 h; cells starved in 0.2% serum; 100% = growth in 10% serum | proliferation, % at 10 µM | 330,000 tested, 0.29% active | AID 2380;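 active = compounds whose signal lies at least 3.5 SD above the mean of all wells on their plate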;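 note: 0% = DMSO-treated cells in low-serum medium and 100% = 10% serum control; some compounds called inactive have numbers as strong as hits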
GRIN3A LBD mod – modulates the human NR3A ligand-binding domain; NR3A LBD differential scanning fluorimetry, Tm shift; 0% = protein alone, 100% = glycine-bound protein; Tm shift relative to glycine control, % at 25 µM; 340,000 tested, 2.5% active; AID 1259313;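 active = melting temperature shift of at least 10% of the positive control shift, at one fixed dose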
tim10-1 inh – inhibits growth of tim10-1 mutant yeast. S. cerevisiae tim10-1 ts strain growth, BacTiter-Glo, 24 h. inhibition, % at 20 µM. 330,000 tested, 2.2% active. AID 463190;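 active = inhibition of at least 40%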;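 note: mutant grown at 25 °C; 0% = DMSO wells with yeast and 100% = wells holding no yeast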
tim23-1 inh – tim23-1 yeast growth inhibition; AID 463212; S. cerevisiae tim23-1 growth, BacTiter-Glo luminescence, 24 h; 330,000 tested, 1.3% active; inhibition, % at 20 µM;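 active = growth inhibition of the mutant yeast at or above 50%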;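 note: temperature-sensitive mutant grown at 25 °C; plate controls were DMSO-treated mutant yeast for no effect and medium wells lacking yeast for full effect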
TIM10 inh – TIM10 yeast growth inhibition; AID 463195; S. cerevisiae TIM10 strain growth, BacTiter-Glo luminescence, 24 h; 330,000 tested, 1.4% active; inhibition, % at 10 µM;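 active = inhibition of 40% or more at the single tested concentration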;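 note: wild-type TIM10 isogenic control strain grown at permissive 25 °C; 0% = DMSO yeast wells and 100% = minimal medium wells without yeast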
NALP3 yeast inh – blocks the NALP3 inflammasome reconstituted in yeast; Yeast reconstituted NLRP3/ASC/caspase-1, beta-gal luminescence, 24 h; inhibition, % at 10 µM; 330,000 tested, 0.39% active;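 active = inhibition of 50% or more; inactive = inhibition below 50%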;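 note: plate controls were induced DMSO wells for no effect and uninduced yeast grown without galactose for full effect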
MPTP inh – blocks calcium-induced mitochondrial swelling | 360,000 tested, 1.4% active | inhibition, % at 10 µM | isolated mouse mitochondria, Ca2+ swelling absorbance, 30 min;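 active = inhibition of 50% or more, scaled per plate between neutral and stimulator controls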;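 note: 0% = DMSO wells given calcium and 100% = 1 mM EGTA wells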
Active calls of the source: *; x = not tested or not shown; & = joins results of further samples.

Every second line gives: APJ antag, APJ ag, beta cell repl, GRIN3A LBD mod, tim10-1 inh, tim23-1 inh, TIM10 inh, NALP3 yeast inh, MPTP inh
> CCCCn1c(=O)nc2n(-c3ccccc3C)c3ccccc3cc-2c1=O
  15, -2, -1, -3, 7, 1, 15, 7, 1.2
> O=C(CSc1ccccc1)NNC(=O)c1ccccc1O
  -2, 2, -5, 1, 16, 15, 15, 15, -1.1
> CCc1ccc(NC(=O)CNC(=O)Cn2ccc3ccccc3c2=O)cc1
  18, 0, -2, -4, -16, -10, -5, 26, 2.2
> O=C(Nc1ccccc1C(F)(F)F)c1ccc(F)c(S(=O)(=O)N2CCOCC2)c1
  19, 1, -3, -3, 18, 16, 7, 1, 2.2
> Fc1ccccc1-n1[nH]nnc1=S
  -6, -10, -1, 0, -5, 1, 8, -13, -2.1
> Cc1cc(C)c(S(=O)(=O)Nn2cnnc2)c(C)c1
  18, -2, -1, -1, -2, -3, 0, 23, -2.6
> CCCCN(C)C1CCN(C(=S)Nc2cccc(SC)c2)CC1
  6, 2, -3, -1, -6, 9, 3, 5, 2.3
> N#Cc1nc(-c2ccc(Cl)cc2)oc1N1CCCCC1
  -9, -2, 0, 8, 14, 34, 4, 13, 0.4
> CC(Sc1ccc([N+](=O)[O-])cn1)C(=O)Nc1nccs1 (stereo not drawn)
  -20, 6, 5, 0, -12, 16, -25, 12, -1.1
> CCOC(=O)CNC(=O)C1CCCN(c2ncccn2)C1 (stereo not drawn)
  -19, 0, -3, 0, 4, 22, 12, -14, -0.1
> CCOC(=O)N1CCC(NC(=O)c2ccc3c(c2)N(Cc2ccc(C)cc2)CCS3)CC1
  12, 0, -5, -1, 28, 19, 10, 12, -0.1
> CCc1nnc(NC(=O)Cn2nc(-c3ccccc3OC)ccc2=O)s1
  4, 7, 2, 1, 5, 26, 3, 9, -1.3
> Fc1cccc(Nc2nc(Cl)nc(Cl)n2)c1
  5, -1, -2, 1, -9, 12, -1, 4, 1.0
> Cc1cc([N+](=O)[O-])nn1CC(=O)Nc1ccccn1
  8, -2, 0, -5, 10, -2, 6, -4, 0.4
> CCc1ccc(CNC(=O)C2CCN(c3nnc(C)c4c(C)n(-c5ccc(C)cc5)nc34)CC2)cc1
  -14, -2, -4, -3, 10, 4, 16, 3, 1.3
> CN(C)CCNC(=O)C(=O)NCC1OCCN1S(=O)(=O)c1cc(F)ccc1F (stereo not drawn)
  -1, -5, 3, 1, 7, 9, 9, -10, -0.7
> Cc1cc(Cl)ccc1OC(C)C(=O)OCC(=O)c1ccc[nH]1 (stereo not drawn)
  -7, -2, 2, -2, 22, 6, 9, 14, 0.6
> Clc1ccccc1-c1ncc(-c2ccccc2)o1
  1, -3, -4, 2, 6, 28, 3, 16, 1.4
> COCCNC(=O)COc1ccc(C)cc1C
  7, 3, 0, -3, 8, 9, 2, 14, 0.2
> COc1cccc(OC)c1C(=O)Nc1ccc(N2CCN(C(=O)c3cccs3)CC2)cc1
  7, -6, -3, 4, 8, 9, 9, 2, -0.5
> COc1cc(CC(=O)NCCCc2ccccc2)cc(OC)c1OC
  -14, -1, 6.0*, 0, -4, 7, 18, 1, -2.1
> COc1ccc(N2C(=O)CSC2c2ccc(F)cc2)cc1 (stereo not drawn)
  -4, -1, -2, 0, 15, 4, -2, 2, 0.0
> COc1ccc(-c2coc3cc(OC(=O)N4CCOCC4)ccc3c2=O)cc1
  1, 2, -2, 0, 15, 9, 19, 25, 4.0
> C=CCN1C2CCCC1CC(NC(=S)Nc1ccc(Cl)cc1)C2 (stereo not drawn)
  -4, -1, -3, -2, -12, -5, -12, 3, 2.7
> CCC(=O)Oc1ccc2c(C)c(Cl)c(=O)oc2c1
  -6, 7, 1, 0, 27, 21, 3, 3, 1.0
> COc1ccc(OCCCSc2ncccn2)cc1
  6, -2, -3, 2, -4, -1, 7, 35, 0.1
> Cc1cnc(CNC(=O)c2ccc3oc(C(C)C)nc3c2)[nH]1
  19, 0, 1, -29, -19, -2, -9, 0, -0.1
> O=C(CCN1C(=O)C2C3C=CC(C3)C2C1=O)NCC1CCCO1 (stereo not drawn)
  14, -3, -2, -1, -6, -11, -3, 4, -0.5
> COc1ccc(CCNC(=O)/C=C/c2ccc(C)cc2)cc1OC
  7, -4, 2, 2, 15, -2, -10, 12, 0.2
> Nc1nonc1/C(=N/O)N1CCCC1
  -3, 0, 2, 2, 10, 8, -6, 14, 0.8

Gathered by group, the entries above with a nitro group on carbon
Every second line gives: APJ antag, APJ ag, beta cell repl, GRIN3A LBD mod, tim10-1 inh, tim23-1 inh, TIM10 inh, NALP3 yeast inh, MPTP inh
> CC(Sc1ccc([N+](=O)[O-])cn1)C(=O)Nc1nccs1 (stereo not drawn)
  -20, 6, 5, 0, -12, 16, -25, 12, -1.1
> Cc1cc([N+](=O)[O-])nn1CC(=O)Nc1ccccn1
  8, -2, 0, -5, 10, -2, 6, -4, 0.4

Another view of two compounds above.
SMILES | APJ antag | APJ ag | beta cell repl | GRIN3A LBD mod | tim10-1 inh | tim23-1 inh | TIM10 inh | NALP3 yeast inh | MPTP inh
COCCNC(=O)COc1ccc(C)cc1C | 7 | 3 | 0 | -3 | 8 | 9 | 2 | 14 | 0.2
CCc1ccc(CNC(=O)C2CCN(c3nnc(C)c4c(C)n(-c5ccc(C)cc5)nc34)CC2)cc1 | -14 | -2 | -4 | -3 | 10 | 4 | 16 | 3 | 1.3

Next section.
Every second line gives: APJ antag, APJ ag, beta cell repl, GRIN3A LBD mod, tim10-1 inh, tim23-1 inh, TIM10 inh, NALP3 yeast inh, MPTP inh
> Cc1[nH]c2c(C(=O)N3CCCC(CCC(=O)NCc4ccccc4F)C3)cccc2c1C (stereo not drawn)
  -2, -3, -1, 1, 30, 19, 11, 7, -2.5
> C/C=C/c1ccc(OCCCCNCc2ccco2)c(OC)c1
  -4, -3, -3, 0, 11, 7, 0, 16, 0.3
> Cc1ccc(-c2nc(N)sc2C)cc1
  -15, 0, -3, -1, 14, 3, -4, 10, -0.2
> Cc1ncoc1C(=O)NC1CC(C)(C)Cc2c1cnn2-c1ccc(F)cc1 (stereo not drawn)
  6, -2, -2, -1, 21, 6, 7, -12, -1.8
> COc1cccc(N2CC(NC(=O)C(=O)c3c[nH]c4ccccc34)CC2=O)c1 (stereo not drawn)
  7, 0, 0, 0, 13, 18, 11, 15, 0.1
> Cc1cc2cc3c(cc2nc1SCC(=O)N1CCOCC1)OCO3
  2, -2, 0, 2, 24, 22, -11, 12, 0.5
> CCc1cccc2c1NC1(CCCC1)CC2C (stereo not drawn)
  15, -9, -4, 1, 4, 0, -7, -2, 3.1
> O=C(COC(=O)c1cccc(S(=O)(=O)NCc2ccccc2)c1)NCC1CCCO1 (stereo not drawn)
  16, -1, -1, 1, -4, 19, -19, 7, 0.0
> O=c1c2ccccc2oc2cc(-c3ccc4cc[nH]c4c3)ccc12
  4, -1, 1, -2, 3, 7, 6, -7, 2.2
> COc1cccc(C(=O)NC(=S)N2c3ccccc3CC2C)c1OC (stereo not drawn)
  -6, -2, 0, 0, 22, 51*, 37, 23, -0.4
> CCOC(CNC(=O)c1ccc(CNC(=O)c2ccc(OC)c(OC)c2)cc1)OCC
  0, -1, -3, 0, 2, 18, 5, 5, 2.5
> COC(=O)c1ccc(N2CCOCC2)c(NC(=O)Nc2cccc(OC)c2)c1
  -18, -1, 0, -1, 13, 4, 3, 1, 0.9
> COc1nc(C)nc(NC(=O)NS(=O)(=O)c2ccc(C)cc2)n1
  -41, 8, -1, 1, 5, -2, 15, 4, -0.9
> COc1cccc(-c2nc(CS(=O)(=O)CC(=O)NCCCOC(C)C)c(C)o2)c1
  17, -4, -1, 1, 14, -3, 13, 1, -1.9
> CC(C(=O)NCc1ccc2c(c1)OCO2)N1c2cccc3cccc(c23)S1(=O)=O (stereo not drawn)
  -2, 0, 1, -1, 24, 9, 26, 2, 3.1
> O=C(CN1CCN(c2ccccc2O)CC1)Nc1ccccc1C(=O)NCCc1ccccc1
  8, -3, -3, -6, 13, 26, 10, 29, 0.2
> O=C(NC(=S)N1CCCCC1)c1cccs1
  -9, 3, 0, 1, 13, -5, 4, 11, -1.9
> Cc1cc(C)n(CCCNCC(O)c2ccccc2)n1 (stereo not drawn)
  -10, 6, -3, 0&-1, 2, 8, 7, 8, -0.7&1.3
> O=C(CC(=O)c1ccccc1)Nc1ccccn1
  3, 3, -2, 0, 6, 16, 13, 14, 1.3
> Cc1cc2ncn(C3CC(=O)N(Cc4ccc(N5CCCC5=O)cc4)C3=O)c2cc1C (stereo not drawn)
  -8, -2, -3, 1, 25, 8, -5, -14, 1.6
> CCCCCn1c(N)c(C#N)c2nc3ccccc3nc21
  8, -3, -3, -36, 3, 3, 5, 9, 4.7
> O=C1CCCCC1C(=O)c1ccccc1 (stereo not drawn)
  -6, -4, -2, -2, 0, -6, -13, 0, x
> O=C(NCc1ccccc1)C1(C(F)(F)F)C/C(=C/CCO)CCCO1 (stereo not drawn)
  -6, -1, 0, -2, -2, 18, 3, 7, -2.2
> COC(=O)c1sc(NC(=O)c2oc3ccccc3c2C)nc1C
  19, -3, -3, -5, -27, -29, -13, 6, -0.5
> O=C(CCC(=O)N1CCN(c2ccccn2)CC1)c1cccs1
  5, -2, -2, -1, -2, 9, -7, 8, -0.2
> Cn1ccnc1SCC(=O)NC1CC1
  4, 0, 0, -1, -2, 4, -2, 1, -2.1
> Cc1cccc(CCNc2nc3ccccc3n3nnnc23)c1
  -14, -2, -4, 0, -6, -2, -1, 19, 0.4
> COC(=O)/C(=C\Nc1ccc(Cl)cc1Cl)NC(=O)c1ccc(OC)cc1
  -6, -2, -4, -4, 17, 38, -2, 29, 0.6
> NS(=O)(=O)c1ccc(CNC(=O)C23CC4CC(CC(C4)C2)C3)cc1
  4, -1, 1, 0, 19, -3, -13, 1, -0.7
> CC(=O)N1CCc2cc(S(=O)(=O)CCC(=O)NCc3ccc(Cl)cc3)ccc21
  -6, 1, 0, 0, 2, -3, -5, -3, -0.5
